Screening results: PubChem BioAssay, several laboratories
Mcl-1 Bim block: human Bim-Mcl-1 interaction inhibition; inhibition, % at 10 µM; Q07820; Bead-based flow cytometry, Bim peptide-Mcl-1 binding; 190,000 compounds, 0.1% hits;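 note: 0% = no compound tracer wells and 100% = peptide blocker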
Bcl-XL Bim block: disrupts Bim peptide binding to human Bcl-XL | inhibition, % at 10 µM | 190,000 compounds, 0.04% hits | bead flow cytometry, fluorescence | AID 1007 | Q07817
Target sequence (Q07817 whole entry, looked up): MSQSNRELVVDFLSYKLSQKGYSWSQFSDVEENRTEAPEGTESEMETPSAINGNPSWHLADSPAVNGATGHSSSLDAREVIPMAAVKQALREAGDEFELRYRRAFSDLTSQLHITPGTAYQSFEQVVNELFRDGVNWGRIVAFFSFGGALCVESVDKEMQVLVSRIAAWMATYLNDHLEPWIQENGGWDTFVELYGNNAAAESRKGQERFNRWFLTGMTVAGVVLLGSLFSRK
Mcl1 Bid PPI: Mcl-1/Bid interaction inhibition; Q07820; TR-FRET Mcl-1/Bid-Dy647 peptide binding, 1536-well; inhibition, % at 21.7 µM; 220,000 compounds, 0.97% hits;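 active = compounds that cut the binding signal by more than half at the single screening dose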;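 note: His-tagged Mcl-1 with europium anti-His antibody binding Bid BH3 peptide; 0% = Mcl-1 plus peptide wells and 100% = peptide-only wells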
GSH fluor: GSH bead compound fluorescence profile; GSH beads flow cytometry, compound fluorescence 488/530 nm; hits give high values; fluorescence (KMESF) at 10 µM; 190,000 compounds, 0.25% hits; AID 1776; in the data active = fluorescence above about 89;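 note: glutathione beads carrying GST-tagged Bcl family fusion proteins plus one bare bead set; values are compound well signal with DMSO vehicle wells as background; inactives centre near 16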
Bcl-2 Bim block: disrupts Bim peptide binding to human Bcl-2; AID 950; P10415; Bead-based flow cytometry, Bim peptide-Bcl-2 binding; inhibition, % at 10 µM; 190,000 compounds, 0.06% hits; in the data active = inhibition above about 40%; inconclusive = no clear call, values can overlap the other calls;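 note: 0% = no compound wells with probe peptide and 100% = reference peptide inhibitor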
Target sequence (P10415 whole entry, looked up): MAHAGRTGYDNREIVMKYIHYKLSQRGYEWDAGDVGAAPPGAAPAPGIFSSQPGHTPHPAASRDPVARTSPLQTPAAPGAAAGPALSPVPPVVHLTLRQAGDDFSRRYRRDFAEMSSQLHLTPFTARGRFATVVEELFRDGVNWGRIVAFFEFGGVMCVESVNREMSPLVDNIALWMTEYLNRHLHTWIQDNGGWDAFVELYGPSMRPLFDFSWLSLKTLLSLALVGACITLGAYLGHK
Bcl-B Bim block: inhibitors of Bim-Bcl-B interaction, human | Q9HD36 | bead-based flow cytometry, Bim peptide-Bcl-B binding | inhibition, % at 10 µM | 190,000 compounds, 0.073% hits | AID 951;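 note: 0% = tracer peptide without compound and 100% = reference inhibitor peptide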
Target sequence (Q9HD36 whole entry, looked up): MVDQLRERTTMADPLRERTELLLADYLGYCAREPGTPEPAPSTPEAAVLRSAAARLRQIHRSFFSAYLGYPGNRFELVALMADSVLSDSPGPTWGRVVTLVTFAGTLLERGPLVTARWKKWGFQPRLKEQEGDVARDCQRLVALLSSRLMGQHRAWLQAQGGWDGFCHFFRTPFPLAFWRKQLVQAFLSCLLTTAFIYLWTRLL
Bcl-W Bim block: disrupts Bim peptide binding to human Bcl-W | bead-based flow cytometry | inhibition, % at 10 µM | Q92843 | 190,000 compounds, 0.02% hits | AID 952;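 note: 0% = bound tracer without compound and 100% = peptide blocker; higher means less fluorescent Bim peptide bound to Bcl-W beads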
Target sequence (Q92843 whole entry, looked up): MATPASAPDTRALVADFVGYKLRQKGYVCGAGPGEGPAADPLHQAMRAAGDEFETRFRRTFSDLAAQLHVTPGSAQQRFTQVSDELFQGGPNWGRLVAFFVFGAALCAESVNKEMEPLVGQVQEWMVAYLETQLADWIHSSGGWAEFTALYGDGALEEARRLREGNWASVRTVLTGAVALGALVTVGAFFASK
RGS4-Gao reg: modulates binding of RGS4 to human Galphao. Multiplexed bead flow cytometry; actives lie on both sides. P09471. 220,000 compounds, 0.33% hits. binding response (% of control), % at 10 µM; in the data active = binding response below about 49% or above about 150%; inactive = in between;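 note: fluorescent Galphao activated with aluminum fluoride binding bead-coupled RGS4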
RGS8-Gao reg: modulates binding of RGS8 to human Galphao; P09471; multiplexed bead flow cytometry; actives lie on both sides; response (percent of control binding), % at 10 µM; 220,000 compounds, 0.34% hits; AID 1423; in the data active = response below about 60% or above about 140%; inactive = in between;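 note: Galphao activated as the GDP aluminium fluoride complex binding bead-coupled RGS8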
RGS7-Gao: modulates binding of RGS7 to human Galphao. P09471. Multiplexed bead flow cytometry; actives lie on both sides. binding response (% of control), % at 10 µM. 220,000 compounds, 0.35% hits. AID 1439; in the data active = binding response below about 49% or above about 150%; inconclusive = no clear call, values can overlap the other calls; inactive = in between;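 note: fluorescent Galphao held in activated GDP-AlF4 state binding bead-coupled RGS7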
Bim-Bfl-1: human Bim-Bfl-1 interaction inhibition. Bead-based flow cytometry, Bim-Bfl-1 binding inhibition. AID 1008. inhibition, % at 10 µM. 190,000 compounds, 0.12% hits. Q16548;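 note: 0% = wells without compound plus tracer and 100% = blocker peptide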
Active calls of the source: *; ? = inconclusive. Cut-off read from the data, not from the text of the source, unless noted: active = inhibition above about 40%.

SMILES	Mcl-1 Bim block	Bcl-XL Bim block	Mcl1 Bid PPI	GSH fluor	Bcl-2 Bim block	Bcl-B Bim block	Bcl-W Bim block	RGS4-Gao reg	RGS8-Gao reg	RGS7-Gao	Bim-Bfl-1
COCCn1c(SC)nnc1-c1c[nH]c2ccccc12	0	-5	-23	19	-5	-4	-2	104	105	102	-9
COc1cc2c(cc1NS(=O)(=O)N1CCCCC1)oc1ccccc12	0	5	11	54	-9	-5	2	101	102	96	-11
O=C(Nc1cc(-c2nn(CC(=O)N3CCCCC3)c(=O)c3ccccc23)ccc1N1CCOCC1)c1ccc(Cl)cc1	1	1	-7	14	1	0	1	100	104	100	1
O=C(Cc1cccs1)Nc1ccccn1	-3	-11	-33	39	-7	-8	0	95	96	94	-13
CCOC(=O)c1c(-c2ccc(C)o2)csc1NC(=O)CSc1ncn[nH]1	-5	-8	-40	33	-7	-12	0	93	94	97	-16
CCOC(=O)CCC(=O)NNC(=O)c1ccc(NC(=O)c2ccccc2)cc1	-27	-10	-27	13	-3	-10	0	103	103	105	-2
Cc1ccc(S(=O)(=O)NCCCNC(=O)c2ccccc2)cc1	1	10	-1	29	0	1	0	80	79	81	2
CCn1c(C(=O)OC)cc2c1ccn2-c1ccc(F)cc1	-6	-7	-13	33	-13	-9	-1	109	108	105	-13
CCC(Oc1ccc2c(=O)c(-c3ccccc3OC)coc2c1)C(=O)OCc1ccccc1 (configuration not stated)	0	-1	-7	13	-5	-5	-2	100	102	100	-16
COc1cc(C)c(NC(=S)Nc2cccc(Cl)c2C)cc1OC	-1	-2	-111	10	3	2	0	103	94	104	2
O=C(Cc1ccc(F)cc1)N/N=C/c1ccccn1	-2	-3	-17	9	2	0	-1	111	110	108	0
Cc1noc(C)c1S(=O)(=O)N(CC(=O)N1CCn2c1nc1ccccc12)c1ccc(C(C)C)cc1	-3	-5	-9	24	-8	-6	-1	96	96	95	-14
COc1ccc(NS(=O)(=O)CC(C)C)c(OC)c1	-4	0	-78	7	0	-7	1	100	101	98	-2
C=CCNC(=S)N1CCN(CCN=CC2=C(O)CC(c3cccs3)CC2=O)CC1 (configuration not stated)	-2	1	-58	5	-2	-3	-4	99	100	97	-2
CCOC(=O)CC1=NS(=O)(=O)c2ccccc2N1	0	-1	-10	7	-3	0	-1	114	106	108	-2
CCN(C(=O)CSc1nc2ccccc2n1CC)C1CCS(=O)(=O)C1 (configuration not stated)	1	-2	-21	10	-3	-1	-1	97	98	95	-2
CC(C)CNC(=O)c1cccc(NC(=O)c2ccc(Cl)c([N+](=O)[O-])c2)c1	45*	-6	-14	5	-8	-6	-3	96	94	102	-2
Cc1cc(N2CC(C(=O)NCc3cccs3)CC2=O)ccc1C(C)C (configuration not stated)	0	-6	-13	15	-6	-10	0	100	98	97	-14
O=C(C1=C[C@H](c2coc3ccccc3c2=O)C[C@H](OCCCCO)O1)N1CCN(Cc2ccc3c(c2)OCO3)CC1	-1	-2	-7	19	-7	-6	-2	100	100	97	-7
COC(=O)CN1C2(C#N)CCCCC2CC2CCCCC21C#N (configuration not stated)	1	0	-17	24	0	1	0	101	102	102	0
Cn1nc(C(=O)Nc2nc3ccccc3[nH]2)c2ccccc2c1=O	29	11	-20	7	5	13	18	80	85	82	8
CSc1oc(-c2ccco2)nc1S(=O)(=O)c1ccc(Br)cc1	1	-7	-17	18	-9	-3	-1	98	101	95	-11
Cc1cc(C)n2nc(N)c(N=Nc3ccc4c(c3)OCO4)c2n1	1	1	-59	6	-1	0	-1	104	104	100	-1
COc1ccc(N2CC(C(=O)NCc3ccco3)CC2=O)cc1 (configuration not stated)	0	0	-2	9	0	-3	0	99	98	103	-1
CCOC(=O)CC(=O)c1[nH]c(C)c(C(=O)OCC)c1C	0	-3	-12	27	-3	-2	0	99	100	96	-5

Going on with the list:
SMILES	Mcl-1 Bim block	Bcl-XL Bim block	Mcl1 Bid PPI	GSH fluor	Bcl-2 Bim block	Bcl-B Bim block	Bcl-W Bim block	RGS4-Gao reg	RGS8-Gao reg	RGS7-Gao	Bim-Bfl-1
Cc1nc(SCC(=O)Nc2cc(C)on2)c2c(=O)n(C)c(=O)n(C)c2n1	1	1	-4	19	3	0	0	98	87	92	0
CCNC(=O)c1cc(Cl)ccc1OC	-3	-3	-19	6	0	-4	-3	101	103	102	-1
COc1cccc(N2CCN(c3ncnc4c3cnn4-c3ccc(C)cc3C)CC2)c1	6	7	-30	21	6	3	6	114	99	105	7
O=C(O)c1ccccc1C(=O)N(Cc1ccccc1)Cc1ccccc1	2	2	-13	62	0	-2	8	99	98	100	-9
CN(/C(=N/S(=O)(=O)c1cccs1)c1ccccc1)c1ccccc1	-6	-9	1	10	-7	-10	-4	99	97	97	-6
CCN(C(=O)COC(=O)/C=C/c1ccccc1)C1CCCCC1	1	0	-8	8	-3	-1	0	100	101	100	-7
COc1nc(OC)nc(N2CCC(C(=O)NCc3cccs3)CC2)n1	-1	-2	-40	13	-6	-9	-1	93	94	95	-13
Oc1c(CN2CCN(c3ccc(F)cc3)CC2)cc(Cl)c2cccnc12	0	-2	-90	11	-5	-5	2	96	99	92	-9
O=C(NCc1ccc2c(c1)OCO2)c1cc(S(=O)(=O)N2CCCCC2)ccc1F	-3	-3	-20	27	-1	0	-3	101	101	101	1
COc1ccc(N2CCN(C(=O)CCc3ccc(S(=O)(=O)NCC(C)C)cc3)CC2)cc1	-1	-1	-23	27	-3	2	-1	100	102	103	-2
O=C(CCC(=O)NC1CC1)Nc1nnc(C2CCCCC2)s1	1	0	1	8	-3	1	0	106	99	108	-1
CN(C#N)c1nc(Cl)nc(Nc2cccc(Cl)c2)n1	3	1	20	10	-3	0	3	100	99	100	-16
Cc1cccc(C)c1NC(=O)C(=O)NCc1ccccn1	-2	-1	-1	23	0	-4	-2	101	100	103	-1
CCOc1ccc(CCNC(=O)C2CCN(C(=O)N(C)C)CC2)cc1OCC	1	-10	-2	38	-11	-10	0	99	98	101	-11
O=C1c2cc(N3CCCC3)c([N+](=O)[O-])cc2C(=O)N1c1ccccc1	-7	-7	-13	4	-4	-9	-5	96	83	100	-4
COC(=O)C1CCN(c2cc(=O)n(-c3ccccc3Cl)c(=O)[nH]2)CC1	-4	-8	-13	12	-14	-11	-5	98	97	101	-16
CCCCOC(=O)C[N+](C)(C)CCOC1CC2CCC1(C)C2(C)C (configuration not stated)	-4	-7	1	17	-6	-10	-4	107	106	100	-16
COc1ccc(C2CC3CC(c4ccccc4)N2O3)cc1 (configuration not stated)	-2	-1	-9	9	-1	-3	-4	106	104	104	0
COc1ccc(CNC(=O)COC(=O)c2ccc(Br)cc2)cc1	1	0	-23	19	-3	0	3	91	94	?	-3
O=C(CN(Cc1ccccc1)C1=NCCS1)c1ccc(Cl)cc1	-1	1	-38	14	4	3	2	101	113	99	9
Cc1nnc(Nc2ccc(Cl)cc2)n(N)c1=O	0	1	4	28	-7	-5	0	98	101	97	-12
Cn1cc(C(=O)NCCN2CCN(c3cccc(Cl)c3)CC2)c2c3ccccc3n(C)c2c1=O	0	0	22	15	-1	-1	1	102	104	99	0
Cc1[nH]n(-c2cccc(Cl)c2)c(=O)c1C=NC12CN3CN(CN(C3)C1)C2	1	0	-3	10	0	0	3	104	104	107	-6
CCN1CCCc2cc(CN(CCN3CCOCC3)C(=O)Nc3ccc(C)c(C)c3)ccc21	-2	-11	-35	36	-8	-13	4	110	110	113	-14
COc1[nH]c(/N=C/c2ccccc2)c(C#N)c1C#N	2	2	-43	5	0	-6	2	100	98	100	-8
CCOC(=O)C1(CC)NC(c2ccco2)C2C(=O)N(C)C(=O)C21 (configuration not stated)	-2	-5	-12	17	-2	-7	-3	102	104	99	-2
Cc1ccc2[nH]c(=O)c(CN(Cc3ccco3)C(=O)CN3CCCC(C)C3)cc2c1 (configuration not stated)	1	-1	-33	30	0	-3	0	100	102	100	-7
N#CC(C#N)=CC1=C2OC(c3ccccc3)=CC(c3ccccc3)=C2CCC1	3	0	-23	56	7	6	8	103	109	100	-3

Of the compounds above, twelve have an aryl methoxy group:
SMILES	Mcl-1 Bim block	Bcl-XL Bim block	Mcl1 Bid PPI	GSH fluor	Bcl-2 Bim block	Bcl-B Bim block	Bcl-W Bim block	RGS4-Gao reg	RGS8-Gao reg	RGS7-Gao	Bim-Bfl-1
COc1cc2c(cc1NS(=O)(=O)N1CCCCC1)oc1ccccc12	0	5	11	54	-9	-5	2	101	102	96	-11
CCC(Oc1ccc2c(=O)c(-c3ccccc3OC)coc2c1)C(=O)OCc1ccccc1 (configuration not stated)	0	-1	-7	13	-5	-5	-2	100	102	100	-16
COc1cc(C)c(NC(=S)Nc2cccc(Cl)c2C)cc1OC	-1	-2	-111	10	3	2	0	103	94	104	2
COc1ccc(NS(=O)(=O)CC(C)C)c(OC)c1	-4	0	-78	7	0	-7	1	100	101	98	-2
COc1ccc(N2CC(C(=O)NCc3ccco3)CC2=O)cc1 (configuration not stated)	0	0	-2	9	0	-3	0	99	98	103	-1
CCNC(=O)c1cc(Cl)ccc1OC	-3	-3	-19	6	0	-4	-3	101	103	102	-1
COc1cccc(N2CCN(c3ncnc4c3cnn4-c3ccc(C)cc3C)CC2)c1	6	7	-30	21	6	3	6	114	99	105	7
COc1nc(OC)nc(N2CCC(C(=O)NCc3cccs3)CC2)n1	-1	-2	-40	13	-6	-9	-1	93	94	95	-13
COc1ccc(N2CCN(C(=O)CCc3ccc(S(=O)(=O)NCC(C)C)cc3)CC2)cc1	-1	-1	-23	27	-3	2	-1	100	102	103	-2
COc1ccc(C2CC3CC(c4ccccc4)N2O3)cc1 (configuration not stated)	-2	-1	-9	9	-1	-3	-4	106	104	104	0
COc1ccc(CNC(=O)COC(=O)c2ccc(Br)cc2)cc1	1	0	-23	19	-3	0	3	91	94	?	-3
COc1[nH]c(/N=C/c2ccccc2)c(C#N)c1C#N	2	2	-43	5	0	-6	2	100	98	100	-8

Three entries already listed, sorted by the number in Bcl-XL Bim block, falling.
mol | Bcl-XL Bim block
O=C(O)c1ccccc1C(=O)N(Cc1ccccc1)Cc1ccccc1 | 2
COc1nc(OC)nc(N2CCC(C(=O)NCc3cccs3)CC2)n1 | -2
CCNC(=O)c1cc(Cl)ccc1OC | -3
